Coupling enz – inhibits coupling enzyme system, counter-screen for aldolase hits; coupling enzyme system counterscreen, AmpLite Red fluorescence; hit rate 0.67% among 290,000; AID 2472; activity change, negative = inhibition, % at 58.2 µM, hits read low; in the data active = activity change below about -30%; also: % is scaled to controls: 0 for no effect and ±100 for the full control effect
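First, compound is pin-transferred into glyceraldehyde-3-phosphate coupling-enzyme reagent at 57.5 uM final and held 10 min at RT. Next, substrate, coupling system and AmpLite Red are added. After 20 min RT, fluorescence (525/598 nm) is read.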
MBNL1 CUG block – blocks human MBNL1 binding to CUG repeat RNA. Q9NR56. TR-FRET MBNL1-His/biotin-(CUG)12 binding, 665/545 ratio. Potency, µM (doses to about 57.5 µM), for the others: at the top dose activity change, negative = inhibition, most hits filed as inhibitors. hit rate 0.036% among 280,000. AID 2675; active = well fitted inhibition curve with a large enough effect in the signal ratio, with a control signal flat, not every such curve was filed as active; inconclusive = small, poorly fitted or top-dose-only effect, or effect the other way, or a change in a side signal; inactive = no such curve, though single readings can be large or run the other way; the % refers to the signal ratio; also: potency is read from the fitted curve at half-maximal effect; % is scaled to controls: 0 for no effect and ±100 for the full control effect
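Compounds (final 92 nM to 58 uM) are added to His-tagged MBNL1 and biotin-(CUG)12, then terbium anti-His antibody and streptavidin-XL665 (5 nM final). After 60 min at room temperature, the 665/545 nm ratio is read.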
a7 integrin act – integrin-mediated muscular dystrophy alleviation activation; alpha7betagal myoblasts, beta-gal FDG fluorescence, 48 h; Potency, µM (series often up to 38.3 µM), without a hit: at the top dose activation, hits mostly activators; hit rate 0.064% among 350,000;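 also: potency is read from the fitted curve at half-maximal effect; 100% = response of the positive control SU9516; nearly all actives have a fitted effect of over 60% in size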
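alpha7betagal+/- myoblasts (passage 13, 250/well) treated 48 h at 37C with compounds at 1:260 dilution of DMSO stock. Lysed, then beta-galactosidase activity read as FDG fluorescence (ex 480/em 540) after 30 min, with pre-read for autofluorescence.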
MLL CXXC-DNA inh – MLL CXXC-DNA interaction inhibition. Q03164. MLL-CXXC / FITC-HOXA9 DNA fluorescence polarization. Potency, µM (highest dose often 115 µM), for the others: at the top dose activity change, negative = inhibition, hits mostly inhibitors. hit rate 0.037% among 290,000. AID 2662; active = well fitted inhibition curve with a large enough effect in the polarisation, with a control signal flat, not every such curve was filed as active; inconclusive = small, poorly fitted or top-dose-only effect, or effect the other way, or a change in a side signal; inactive = no such curve, though single readings can be large or run the other way; the % refers to the polarisation; also: potency is read from the fitted curve at half-maximal effect
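Fluorescence polarization: 7 uM MLL-CXXC (stock) preincubated 5 min with compounds, then 50 nM fluorescein-HOX-A9 DNA (stock) added; 30 min ambient. Buffer 50 mM Tris-HCl pH 7.5, 50 mM NaCl, 1 mM DTT, 0.05% BSA.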
AT treatment – potential ataxia-telangiectasia treatments restoring KAP-1 phosphorylation | […] A-T fibroblasts, KAP-1 phosphorylation AlphaLISA; neocarzinostatin DNA damage 30 min before lysis | Potency, µM (titrated, usually from 57.5 µM), inactives show top-dose activation, most hits filed as activators | hit rate 0.19% among 320,000 | AID 485349; also: potency is read from the fitted curve at half-maximal effect; % of control where 0% means no effect; nearly all actives have a fitted effect of over 45% in size
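hTERT-immortalized A-T patient fibroblasts ([…]), 500 cells/well in OPTI-MEM, 1% FBS, got compounds for 60 min, then NCS for 30 min at 37C. Lysates were then assayed for phospho-KAP-1 by AlphaLISA (anti-pKAP1 donor, anti-KAP1 acceptor beads), 6 hr at 25C.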
KCNH2 3.1 block – KCNH2 3.1 (human) potassium channel inhibition | hit rate 0.95% among 340,000 | activity change, % (tested at about 1.8 µM) | U2OS KCNH2 3.1, thallium flux FluxOr; stronger effect = lower value | AID 720553;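 active = maximum activity change below -70%; inconclusive = maximum activity change from -70% to -50%; inactive = maximum activity change above -50%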;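 also: thallium influx rate constant from kinetic fluorescence after stimulation buffer; % is scaled to controls: 0 for no effect and ±100 for the full control effect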
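Thallium flux via FluxOr fluorescence (Red40 quencher, 45 min loading) in U2OS cells virally expressing the KCNH2 3.1 isoform (1.77 x 10^8 /mL virus, overnight at 37 C). Rate constants from 2-min kinetic reads post-stimulation, normalised to positive and negative controls.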
ASM inhibitor – inhibitors of human secretory acid sphingomyelinase; P17405; placental ASM, HMU-PC fluorogenic substrate, 60 min; Potency, µM (top dose mostly 57.5 µM), for the others: at the highest dose activity change, negative = inhibition, actives largely listed as inhibitors; hit rate 0.006% among 340,000; also: potency is read from the fitted curve at half-maximal effect
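Fluorescence read-out (Ex 386 nm, Em 447 nm) after stopping the reaction at pH 10. Enzyme: ASM from human placenta; substrate HMU-PC0, 9 uM final; 60 min, 37 °C. Compound preincubation 10 min, ambient temperature.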
hERG WT inh – blocks the wildtype human KCNH2 potassium channel. Q12809. U2OS, BacMam KCNH2, thallium flux FluxOr; stronger effect = lower value. activity change, % at 1.84 µM. hit rate 0.37% among 340,000;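 active = maximum activity change below -70%; inconclusive = maximum activity change between -70% and -50%; inactive = maximum activity change above -50%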; also: % is scaled to controls: 0 for no effect and ±100 for the full control effect
Target sequence (Q12809 whole entry, looked up): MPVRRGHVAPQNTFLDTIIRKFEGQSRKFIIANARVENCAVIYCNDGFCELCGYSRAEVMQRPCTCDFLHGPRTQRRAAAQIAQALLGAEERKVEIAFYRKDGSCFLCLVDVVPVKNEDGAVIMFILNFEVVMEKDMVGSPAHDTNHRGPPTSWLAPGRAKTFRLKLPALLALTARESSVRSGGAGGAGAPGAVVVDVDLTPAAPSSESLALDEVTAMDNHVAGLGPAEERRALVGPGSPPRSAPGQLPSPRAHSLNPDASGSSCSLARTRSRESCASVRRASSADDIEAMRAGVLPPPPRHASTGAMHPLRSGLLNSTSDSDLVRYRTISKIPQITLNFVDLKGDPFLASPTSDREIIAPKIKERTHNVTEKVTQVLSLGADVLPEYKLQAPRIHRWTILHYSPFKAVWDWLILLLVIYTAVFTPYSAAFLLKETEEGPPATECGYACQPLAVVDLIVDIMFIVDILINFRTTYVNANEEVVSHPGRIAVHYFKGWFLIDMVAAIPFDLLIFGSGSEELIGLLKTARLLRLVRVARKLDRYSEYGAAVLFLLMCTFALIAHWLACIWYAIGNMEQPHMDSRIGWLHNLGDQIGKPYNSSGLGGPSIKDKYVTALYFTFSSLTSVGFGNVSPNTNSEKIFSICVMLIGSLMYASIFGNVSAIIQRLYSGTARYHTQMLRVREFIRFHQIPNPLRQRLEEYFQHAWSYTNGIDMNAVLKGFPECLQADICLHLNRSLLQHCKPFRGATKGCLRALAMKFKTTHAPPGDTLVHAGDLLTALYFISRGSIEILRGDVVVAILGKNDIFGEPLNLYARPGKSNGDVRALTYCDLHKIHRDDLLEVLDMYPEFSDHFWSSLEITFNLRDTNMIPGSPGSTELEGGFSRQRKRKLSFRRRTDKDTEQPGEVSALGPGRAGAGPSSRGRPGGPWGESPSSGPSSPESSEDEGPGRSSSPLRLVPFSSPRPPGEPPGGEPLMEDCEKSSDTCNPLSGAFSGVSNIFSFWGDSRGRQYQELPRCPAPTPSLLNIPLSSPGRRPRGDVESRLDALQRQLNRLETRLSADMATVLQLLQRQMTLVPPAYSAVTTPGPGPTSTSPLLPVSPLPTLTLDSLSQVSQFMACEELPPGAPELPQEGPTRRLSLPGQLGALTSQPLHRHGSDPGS
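U2OS cells transduced with wild-type KCNH2 virus are loaded with FluxOr dye for 45 min, and thallium flux is measured in kinetic reads before and after stimulation buffer. Rate constants are normalized to DMSO controls.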
GALK inhibitor – galactokinase (human) inhibition; hit rate 0.007% among 270,000; Potency, µM (doses to about 57.5 µM), for inactives: at the highest dose activity change, negative = inhibition, hits mostly inhibitors; P51570; Purified GALK, Kinase-Glo residual ATP luminescence; also: potency is read from the fitted curve at half-maximal effect; % is scaled to controls: 0 for no effect and ±100 for the full control effect
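Kinase-Glo Plus luminescence measured ATP left after a 1 h room-temperature reaction. The reaction used 5 nM GALK, 100 uM galactose and 35 uM ATP at pH 8.0 (20 mM HEPES, 5 mM MgCl2, 60 mM NaCl, 1 mM DTT, 0.01% BSA).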
TRPV1 ag – activates the human vanilloid receptor TRPV1. Q8NER1. TRPV1-expressing cells, Fluo-8 calcium influx, agonist mode. activation, % at 8.33 µM. hit rate 0.19% among 320,000. AID 540275; in the data active = activation above about 80%; inconclusive = between about 30% and that limit; also: 0% is about no effect
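Cells expressing TRPV1 were dye-loaded with Fluo-8 and read kinetically: 10 s baseline, 3 min after compound (agonist portion), then 2 min after EC20 capsaicin (allosteric enhancer portion). Calcium-bound dye fluorescence at 480/520 nm.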
* hit, by the source's call; u = inconclusive; x = no result given; [ ] = dose if it differs, or a comment. Unless noted, calls follow the shape of the dose curve; as a rule, active = well fitted curve in the direction sought with a large enough effect; inconclusive = small, poorly fitted or top-dose-only effect, or another doubt; inactive = no such curve, though single readings can be large; an effect the other way counts as inactive or inconclusive.

SMILES	Coupling enz	MBNL1 CUG block	a7 integrin act	MLL CXXC-DNA inh	AT treatment	KCNH2 3.1 block	ASM inhibitor	hERG WT inh	GALK inhibitor	TRPV1 ag
COc1cccc(C2(c3cccc(OC)c3)CC2C(=O)Nc2ccc(F)cc2)c1 (stereo not given)	-17	x	13%	0%	7%	-4	-5%	-6	1%	24
Cc1cccc(N2C(=O)CCC2=O)n1	-2	-7%	-5%	3%	12%	-2	2%	-2	x	1
Nc1nc(SCC(=O)Nc2c(Br)cc([N+](=O)[O-])cc2Br)n[nH]1	0	u	4%	5%	11%	1	-2%	-10	-2%	2
CC(NC(=O)OCc1ccccc1)C(=O)OCN1C(=O)c2ccccc2C1=O (stereo not given)	-1	u	12%	13%	12%	-2	4%	8	2%	4
CCOC(=O)N1CCN(c2c(-c3ccc(C)cc3)c(=O)c2=O)CC1	-3	u	-3%	-1%	-1%	7	1%	0	-4%	1
COc1cc2c(cc1OC)C1=NC(=O)CN1C(SCc1ccccc1)=N2	-2	8%	6%	9%	0%	-4	224%[activator]	-13	-4%	2
O=C(NCc1ccccn1)C1C2C=CC(C2)C1C(=O)Nc1ccc(F)cc1 (stereo not given)	3	18%	15%	22%	x	-1	1%	1	0%	-2
O=C(CN1C(=O)/C(=C2\SC(=S)N(C3CCS(=O)(=O)C3)C2=O)c2ccccc21)Nc1ccc(F)cc1 (stereo not given)	3	-5%	11%	-5%	-12%	9	-10%	0	x	1
COCCCNC(=S)NCCNc1nc2cc(C)c(C)cc2cc1C#N	-3	33%[activator]	-30%	7%	2%	1	373%[activator]	-5	-2%	-4
Cc1ccc(C(=O)N2CCN(S(=O)(=O)c3ccc(Br)cc3)CC2)o1	3	3%	40%	-2%	5%	6	1%	12	-3%	6
Cc1noc(C)c1COc1cccc(C(=O)OC(C)C(=O)Nc2c(C)n(C)n(-c3ccccc3)c2=O)c1 (stereo not given)	5	0%	1%	14%	1%	1	2%	-1	-1%	-1
COc1ccc(/C=C2\SC(=O)N(CCNC(=O)C3CC(=O)N(c4ccccc4)C3)C2=O)cc1 (stereo not given)	x	u	-15%	-4%	-3%	-11	-9%	9	0%	1
Clc1ccc(Cn2ncc3c(N4CCOCC4)ncnc32)cc1	3	2%	-6%	0%	-4%	12	0%	-6	0%	28
O=C(c1ccnc(Cl)c1)N1CCCC(N2CCN(c3ccccc3F)CC2)C1 (stereo not given)	0	-2%	8%	8%	-3%	-8	0%	-11	6%	1
Cc1cccc(OCC(=O)N2CCOCC2)c1	3	3%	19%	-7%	5%	4	0%	6	3%	0
COc1ccc(CCNS(=O)(=O)c2ccc3c(c2)OCCO3)cc1OC	1	-6%	3%	-3%	21%	1	4%	11	-1%	0
CC1(C)CN(c2ccc(CC#N)cc2)C1=O	3	x	7%	-8%	6%	27	-1%	3	1%	1
O=C(CCn1c(=O)c2cccn2c2ccccc21)Nc1ccc(F)cc1	x	5%	-10%	-9%	-8%	-1	-4%	-5	-6%	u
COCc1c(C(=O)OCC(=O)c2c(N)n(CC(C)C)c(=O)n(C)c2=O)oc2ccccc12	-1	-6%	-46%	5%	6%	4	-3%	9	8%	7
COC(=O)CCCn1nc(NC(=O)COc2ccc(F)cc2)cc1C	4	4%	u	23%	0%	-16	3%	-23	-1%	2
CC(C)(C)c1ccc(OCC(=O)NCc2ccco2)cc1	-1	-3%	8%	-8%	-4%	24	6%	7	-1%	u
CCC1(c2ccccc2)NC(=O)N(CC(=O)N(C)Cc2ccccc2)C1=O (stereo not given)	3	-9%	-3%	-5%	-12%	4	-2%	3	1%	4
Cc1cccc(S(=O)(=O)N(CC(=O)Nc2ccccc2C)Cc2ccco2)c1	0	1%	-20%	-6%	6%	14	-4%	2	0%	-5
COc1cccc(N2C(=NC(=O)CCC3CCCC3)SC3CS(=O)(=O)CC32)c1 (stereo not given)	-1	-15%	0%	2%	-3%	-9	-3%	-7	6%	-6
Cc1ccc(NCc2nnc(SCCN3CCCCC3)n2CC2CCCO2)c(C)c1 (stereo not given)	4	4%	-11%	-5%	3%	u	0%	31	1%	24
Continuation:
SMILES	Coupling enz	MBNL1 CUG block	a7 integrin act	MLL CXXC-DNA inh	AT treatment	KCNH2 3.1 block	ASM inhibitor	hERG WT inh	GALK inhibitor	TRPV1 ag
CC(=O)Nc1ccc(Nc2cc(N3CCOCC3)c3nonc3c2[N+](=O)[O-])cc1	-3	u	-16%	4%	-6%	-3	-12%	-6	-2%	-3
CCc1nnc(NC(=O)C(C)C)s1	-1	-14%	0%	0%	-3%	0	7%	3	1%	3
O=C1CC(c2ccccc2)CN1C(=O)c1cccnc1 (stereo not given)	-2	0%	-19%	0%	3%	-18	1%	-8	-1%	4
CC(C)C(=O)NC(c1cccc([N+](=O)[O-])c1)c1c(O)ccc2ccccc12 (stereo not given)	-3	-6%	-18%	-14%	1%	-4	-3%	3	6%	4
CC(CN1CCOCC1)C(=O)O (stereo not given)	1	1%	2%	-2%	1%	14	1%	5	2%	2
CCC(=O)N1CCN(c2nnc(-c3ccccc3)c3ccccc23)CC1	2	8%	u	21%	-1%	-1	-4%	-14	3%	14
O=C(NCCS(=O)(=O)N1CCN(c2cccc(Cl)c2)CC1)c1cc(=O)c2ccccc2o1	1	12%	6%	4%	3%	-9	-3%	24	-1%	2
Cc1cc(C)c(S(=O)(=O)N2CCCCC2)c(C)c1N(C)S(=O)(=O)c1ccccc1	2	6%	6%	-4%	-7%	-12	-3%	-1	x	13
COc1ccccc1C(CC(=O)Nc1ccc(Cl)cc1)c1ccc(OC(C)C)cc1 (stereo not given)	5	u	u	-19%	-1%	-9	-5%	-10	-3%	21
Cc1cc(C)cc(C(=O)NCCN2CCOCC2)c1	1	5%	-10%	-3%	4%	2	-2%	-2	-3%	1
Cc1cccc(NC(=S)Nc2ccc(Br)cc2)c1	4	4%	7%	-6%	-2%	8	-4%	-7	3%	-1
COC(=O)c1cccc(NC(=O)c2ccc3c(c2)C(=O)N(Cc2cccnc2)C3=O)c1C	x	11%	-8%	7%	-1%	12	-1%	-2	-3%	0
CCNC(=S)N1CCN(Cc2ccccc2)CC1	4	0%	16%	0%	1%	-8	2%	3	0%	10
CCn1c(SCC(=O)OC)nnc1-c1ccncc1	4	4%	13%	6%	0%	8	7%	0	0%	1
Cc1ccc(SCC(=O)OCC(=O)NC(C)c2ccc(Br)cc2)cc1 (stereo not given)	x	-8%	6%	-11%	-3%	-2	-5%	-3	-5%	u
Cc1[nH]c2ccccc2c1Cc1n[nH]c(=S)n1C	-1	u	12%	-12%	x	18	-3%	12	-1%	0
O=C(NCc1nnc2c3ccccc3c(-c3ccccc3)nn12)c1ccccc1Cl	0	-11%	6%	-3%	-4%	6	0%	-4	-2%	3
O=C(CCN1N=C(c2ccccc2)CCC1=O)NCC1COc2ccccc2O1 (stereo not given)	-7	0%	-9%	-6%	-3%	5	0%	-6	2%	-2
Cc1ccc(OCC(=O)N/N=C/c2c[nH]c3ccccc23)c([N+](=O)[O-])c1	0	-6%	-11%	-1%	10%	-4	-16%	-11	x	-2
COc1ccc(C(NC(=O)CN2C(=O)NC3(CCc4ccccc43)C2=O)c2ccccc2)cc1 (stereo not given)	x	x	-39%	x	7%	-2	-8%	-29	x	0
C=CCn1c(NCCOC)nc2c1c(=O)n(C)c(=O)n2C	-1	8%	-10%	3%	-5%	3	5%	4	5%	-1
COC(=O)C/C(N)=C(\C#N)C(=O)OC	1	-4%	u	1%	-3%	1	0%	-9	-2%	-2
C[C@H](NC(=O)c1nc[nH]c1C(=O)N[C@@H](Cc1ccccc1)C(=O)OC(C)(C)C)C(=O)OC(C)(C)C	0	-7%	-5%	4%	35%	-23	-11%	0	3%	u
Cn1c(=O)cc(SCC(=O)NCc2ccco2)c2ccccc21	2	7%	-27%	-5%	8%	1	1%	-1	3%	-1
Cc1ccc(CNC(=O)c2ccc(NC(=O)C3=CSCCO3)cc2)cc1	x	3%	-18%	17%	-6%	-2	-5%	-39	-2%	10
O=C(Nc1ccc2c(c1)OCCO2)C1CCN(c2nnnn2-c2ccccc2)CC1	2	2%	20%	20%	-2%	1	4%	4	-1%	1

Results in GALK inhibitor, for 2 of the compounds above:
SMILES	GALK inhibitor
COCCCNC(=S)NCCNc1nc2cc(C)c(C)cc2cc1C#N	-2%
Cc1ccc(C(=O)N2CCN(S(=O)(=O)c3ccc(Br)cc3)CC2)o1	-3%

Compound activity (PubChem)

Outcome played no part in choosing rows; any-hit rate near 2%.
